RBBP9 inh – blocks human serine hydrolase RBBP9; recombinant RBBP9, FP-Rh probe fluorescence polarization; inhibition, % at 7.94 µM; actives 0.2% (n = 220,000); AID 1515;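 active means inhibition above the campaign mean of all tested compounds plus 3 SD, cut at about 14% in these data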;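 further: plate controls were DMSO wells with RBBP9 for no effect and wells lacking RBBP9 protein for full effect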
Target sequence (O75884 whole entry, looked up): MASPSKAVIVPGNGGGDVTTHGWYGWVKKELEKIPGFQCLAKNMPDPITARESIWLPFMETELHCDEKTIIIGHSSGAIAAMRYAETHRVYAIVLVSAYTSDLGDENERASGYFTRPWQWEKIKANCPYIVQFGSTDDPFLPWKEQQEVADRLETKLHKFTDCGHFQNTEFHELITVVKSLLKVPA
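Assay system: recombinant human RBBP9; Reagent: Serine-hydrolase probe FP-Rh, 375 nM pre-mixing; Doses: 7.94 µM single dose, 0.794% DMSO; Incubation: 30 min then 45 min, 25 °C; Detection: fluorescence polarization (mP), excitation 525 nm, emission 598 nm; Evaluation: percent inhibition from mP, scaled between DMSO and no-protein wells.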
Tb hexokinase – T. brucei hexokinase 1 inhibition; AID 1430; inhibition, % at 10 µM; recombinant TbHK1, G6PDH-coupled NADH A340; actives 0.11% (n = 220,000);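 active means inhibition of 50% or more in the single-dose primary screen; inactive means inhibition below 50%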
NCF1 inh – blocks human p47phox regulatory protein of NADPH oxidases; actives 0.53% (n = 220,000); AID 1274; p47phox/p22phox peptide binding, fluorescence polarization, 2 h; inhibition, % at 24.7 µM; P14598;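 active means inhibition above about 30%, limit read from the data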;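 further: 0% = p47phox with labelled peptide and 100% = labelled peptide alone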
PGE2 EP2 inh – EP2 receptor (human) inhibition. actives 0.52% (n = 260,000). P43116. inhibition, % at 25 µM. AID 1422. C6 glioma cells expressing human EP2, cAMP TR-FRET; cells stimulated with saturating PGE2;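 active means percent inhibition above 40 after rounding to a whole number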;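 further: rat C6 glioma host cells with rolipram phosphodiesterase inhibitor present; the protocol text gives 20 µM as final concentration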
Ba/F3 V617F tox – loss of viability in JAK2V617F-driven Ba/F3 cells. Ba/F3 EpoR-JAK2V617F viability, ATP luminescence. inhibition, % at 5.6 µM. actives 1.1% (n = 220,000). AID 1446;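 active means inhibition above the campaign mean plus 3 SD over all tested compounds, cut at about 24% in these data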;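 further: cytokine-independent growth of Ba/F3 cells driven by EpoR plus mutant JAK2; 0% = DMSO-treated cells and 100% = JAK inhibitor I control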
p97 ATPase inh – inhibitors of human p97 ATPase; inhibition, % at 8 µM; AID 1481; recombinant p97 ATPase, Kinase-Glo ATP luminescence, 3 h; P55072; actives 0.42% (n = 220,000); in the data active means inhibition above about 15%;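 further: 0% = DMSO vehicle and 100% = wells lacking enzyme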
Target sequence (P55072 whole entry, looked up): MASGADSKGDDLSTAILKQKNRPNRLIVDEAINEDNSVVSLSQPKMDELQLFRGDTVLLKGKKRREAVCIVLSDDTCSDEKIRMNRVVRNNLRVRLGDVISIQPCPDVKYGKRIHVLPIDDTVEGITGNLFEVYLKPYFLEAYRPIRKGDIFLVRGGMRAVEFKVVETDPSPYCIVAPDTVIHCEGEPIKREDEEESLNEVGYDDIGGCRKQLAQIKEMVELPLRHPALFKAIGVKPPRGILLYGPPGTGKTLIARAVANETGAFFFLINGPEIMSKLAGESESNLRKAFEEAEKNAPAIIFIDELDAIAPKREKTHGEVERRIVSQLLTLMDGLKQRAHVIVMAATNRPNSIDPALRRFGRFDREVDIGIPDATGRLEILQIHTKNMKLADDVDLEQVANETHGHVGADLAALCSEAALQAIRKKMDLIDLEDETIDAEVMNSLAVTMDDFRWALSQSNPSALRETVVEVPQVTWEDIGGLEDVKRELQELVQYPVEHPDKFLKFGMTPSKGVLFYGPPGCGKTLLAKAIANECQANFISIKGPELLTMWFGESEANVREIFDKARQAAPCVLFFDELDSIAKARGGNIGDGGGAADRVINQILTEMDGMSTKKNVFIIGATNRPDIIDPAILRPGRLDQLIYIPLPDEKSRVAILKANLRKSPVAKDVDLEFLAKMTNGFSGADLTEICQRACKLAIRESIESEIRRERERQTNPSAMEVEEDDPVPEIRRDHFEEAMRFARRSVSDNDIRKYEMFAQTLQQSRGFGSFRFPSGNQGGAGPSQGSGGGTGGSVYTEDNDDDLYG
BaF3 parental – reduces parental Ba/F3 cell viability, JAK2V617F counter-screen | actives 1.1% (n = 220,000) | CellTiter-Glo ATP luminescence | inhibition, % at 5.6 µM;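 active means inhibition above a per-campaign cutoff, the mean inhibition of all tested compounds plus 3 SD, cut at about 27% in these data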;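 further: 0% = DMSO wells and 100% = JAK Inhibitor I control wells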
PPC-1+TRAIL kill – compounds killing PPC-1 cancer cells with TRAIL present (potentiator screen, no TRAIL-free arm). PPC-1 cells + TRAIL, ATPLite viability luminescence. cell killing (% activity), % at 4 µM. actives 0.41% (n = 220,000). AID 1443;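 active means cell killing above 50% in the first pass at 4 µM, then a duplicate retest at 5 µM averaging 50% or more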;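 further: plate controls were cells with TRAIL plus DMSO for no effect and medium-only wells lacking cells for full effect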
Furin inh – human furin inhibition | P09958 | purified furin, fluorogenic substrate cleavage | inhibition, % at 30 µM | actives 0.061% (n = 220,000) | AID 463115; in the data active means inhibition above about 25%; further: inactives centre near -15
* hit, by the source's call; x = not tested or not shown; [ ] = dose if it differs, or a comment. Not all compounds are listed; count on the stated rates, not on these rows.

SMILES | RBBP9 inh | Tb hexokinase | NCF1 inh | PGE2 EP2 inh | Ba/F3 V617F tox | p97 ATPase inh | BaF3 parental | PPC-1+TRAIL kill | Furin inh
CC1CCCCN1CC(=O)c1c(N)n(Cc2ccccc2)c(=O)n(C)c1=O (stereo not given) | -6.5 | 9.4 | 5.1 | 2.4 | 6.2 | -0.1 | 7.8 | 16.8 | -6.4
CC(C)c1ccc(/C=C(\NC(=O)c2ccccc2)C(=O)NCCCN2CCOCC2)cc1 | -10.1 | -3.6 | 1.5 | 11.4 | -3.7 | 1.9 | -3.6 | 6.8 | -18.5
CCCCCCn1c(CN2CCC(C)CC2)nc2c1c(=O)n(C)c(=O)n2C | 0.7 | -0.8 | -4.9 | 5.8 | 3.4 | -5.5 | 3.5 | 5.6 | -6.8[20 µM]
Fc1ccc(-c2oncc2-c2nnnn2-c2ccccc2)cc1F | -4.9 | 0.1 | -2.5 | 8.8 | -1.2 | 2.7 | 5.8 | -5.1 | -10.1[20 µM]
CC(C(=O)N1CCCc2ccccc21)N1C(=O)c2ccccc2C1=O (stereo not given) | 1.0 | -0.3 | 1.7 | 8.7 | -1.5 | 2.6 | 3.6 | 2.2 | -3.4[20 µM]
C=CCOc1nc(N2CCCC2)nc(N2CCCC2)n1 | -3.7 | 2.0 | -2.7 | 11.9 | -0.6 | -0.1 | 0.0 | 6.7 | -16.0[20 µM]
COc1ccc(N(CC(=O)Nc2ccc(S(=O)(=O)N3CCOCC3)cc2)S(=O)(=O)c2ccccc2)cc1 | -7.3 | -12.7 | -5.2 | 10.0 | 4.3 | 3.0 | 10.5 | 8.5 | -14.7[20 µM]
CC(C(=O)Nc1ccc2c(c1)OCO2)c1ccc([N+](=O)[O-])cc1 (stereo not given) | -5.4 | -3.7 | -9.9 | 11.4 | -4.2 | 0.2 | 0.4 | 12.6 | -16.5
NC(=O)Cn1c(=O)n(-c2ccccc2)c(=O)c2oc3ccccc3c21 | 5.1 | 3.5 | -2.2 | 8.1 | 2.4 | 2.9 | 7.0 | 8.8 | -22.7
CCCCNC(=O)NNC(=O)c1ccco1 | -10.0 | -3.7 | -4.4 | 4.4 | 3.9 | -4.7 | 6.0 | 17.6 | -8.2
CCn1c(O)c(N=NC(=O)CNC(=O)c2ccco2)c2ccccc21 | -1.8 | -31.3 | -1.7 | 8.2 | -3.1 | 4.9 | 4.6 | 24.4 | -2.4
Cn1c(C(=O)OCC(=O)NCCc2ccccc2)cc2sccc21 | -5.4 | 4.1 | -8.4 | 8.4 | -0.5 | -1.8 | -1.9 | 15.1 | -2.2
CCOC(=O)c1ccc(N2C(=O)CC(NNC(=O)c3ccc(Br)s3)C2=O)cc1 (stereo not given) | -4.3 | 2.9 | -14.9 | 8.9 | -3.5 | 5.6 | -0.9 | 7.3 | -19.0
O=[N+]([O-])c1nn(-c2ccc3c(c2)OCCO3)n(O)c1=NCCC1=CCCCC1 | 3.8 | -3.4 | -4.8 | 5.2 | 0.1 | -2.3 | 5.4 | -1.1 | -22.2
COc1ccc(N(CC(=O)N/N=C(\C)CCc2ccccc2)S(=O)(=O)c2ccc(C)cc2)cc1 | -5.0 | -5.9 | -2.5 | 10.5 | -1.4 | 0.4 | 3.5 | 6.1 | -5.1
Cc1nnc(SCCC(=O)Nc2nc(-c3ccccc3)ns2)s1 | -8.6 | 6.6 | -40.0 | 8.1 | 1.1 | -2.1 | 7.3 | 0.8 | -11.6[20 µM]
Cc1nn(C(=O)C2CC2)c(C)c1Sc1ccc(Cl)cc1 | -4.1 | -4.1 | -4.3 | 5.5 | -5.1 | 0.6 | 0.2 | 22.9 | -13.5[20 µM]
CNC(=O)C(=O)N/N=C/c1ccc(Br)cc1 | -1.8 | -5.8 | -9.9 | 3.2 | -2.8 | 0.5 | 3.7 | 9.0 | -25.9
Clc1ccc(CSc2nnc(/C=C/c3ccccc3)o2)c(Cl)c1 | -1.6 | -2.7 | -13.9 | 18.0 | -1.3 | -0.4 | 0.1 | 14.6 | -18.6[20 µM]
COc1ccc(-c2nnn(CC(=O)NC3CCCc4ccccc43)n2)cc1OC (stereo not given) | -3.9 | -0.2 | x | 8.2 | -3.5 | -0.6 | -0.5 | 3.6 | -12.1
N#Cc1cc2c(nc1SCc1ccc(Cl)cc1)CCCC2 | 12.1 | 10.5 | -4.2 | 10.7 | -2.5 | 3.0 | 3.7 | 11.2 | -18.7[20 µM]
O=C(NCc1ccc(C(F)(F)F)cc1)C1CC(c2ccccc2[N+](=O)[O-])=NO1 (stereo not given) | -6.4 | -0.7 | -7.5 | 11.9 | -4.4 | 2.3 | 0.4 | 8.9 | -15.8[20 µM]
Cc1nn(Cc2ccc(Cl)c(Cl)c2)c(C)c1NC(=O)c1noc2c1CCCCC2 | -5.5 | 4.5 | -7.9 | -1.0 | -2.7 | 1.9 | 0.1 | 2.9 | -16.9
Cc1ccc(-c2ccc([C@H]3[C@@H]4C=CCC[C@@]4(C)C(=O)N3Cc3ccccc3)c(F)c2)cc1 | x | -11.3 | 0.4 | 11.9 | x | x | x | 11.1 | -8.8
O=C(COc1ccccc1[N+](=O)[O-])N(Cc1ccccc1)c1ccccn1 | -6.5 | -4.2 | -8.7 | 9.3 | 0.3 | -0.4 | 4.2 | 13.2 | -36.1

Three compounds from above with just PGE2 EP2 inh and PPC-1+TRAIL kill.
compound	PGE2 EP2 inh	PPC-1+TRAIL kill
Cc1nn(C(=O)C2CC2)c(C)c1Sc1ccc(Cl)cc1	5.5	22.9
CCCCNC(=O)NNC(=O)c1ccco1	4.4	17.6
N#Cc1cc2c(nc1SCc1ccc(Cl)cc1)CCCC2	10.7	11.2

The list goes on:
SMILES | RBBP9 inh | Tb hexokinase | NCF1 inh | PGE2 EP2 inh | Ba/F3 V617F tox | p97 ATPase inh | BaF3 parental | PPC-1+TRAIL kill | Furin inh
Cc1ccc([N+](=O)[O-])cc1S(=O)(=O)N1CCC(C)CC1 | -2.7 | 0.4 | 9.9 | 10.2 | -1.7 | 2.2 | 7.3 | 10.9 | -22.1
Cn1c(=O)oc2cc(S(=O)(=O)NC(Cc3ccccc3)C(=O)N3CCCCC3)ccc21 (stereo not given) | -6.6 | -0.3 | -5.1 | 5.9 | 2.1 | -3.5 | 11.0 | -3.1 | -17.9
Cc1cc(C)cc(OCC(=O)Nc2cccc(-c3nnc(-c4ccco4)o3)c2)c1 | -6.0 | -0.2 | -1.4 | 2.2 | 8.0 | -2.5 | 12.6 | 19.1 | -3.1[20 µM]
COc1ccc(CN2CCNC(=O)C2CC(=O)N(C)Cc2ccncn2)c(OC)c1 (stereo not given) | 0.1 | -6.6 | -1.6 | 5.3 | -4.2 | 4.9 | 0.8 | -5.2 | -24.8
Nc1sc2c(c1C(=O)NCCc1ccccc1)CCC2 | -7.3 | -3.5 | -14.8 | 8.6 | -1.9 | 4.7 | 1.7 | 18.5 | -30.2
Cc1ccc(C)c(NC(=O)c2cnc3n(c2=O)CCS3)c1 | -5.4 | 3.7 | -3.4 | 2.4 | 4.6 | 29.2* | 8.5 | 16.0 | -1.0
CN(C)c1ccc(/C=C(\C#N)C(=O)NCc2ccco2)cc1 | -7.3 | -4.2 | -5.6 | 9.3 | -1.7 | 0.7 | -0.8 | 17.0 | -4.6
CC1=C(C#N)C2(O)C(=O)c3ccccc3C2(O)N1 (stereo not given) | -5.9 | -8.7 | -2.4 | 7.1 | -3.1 | 7.5 | 2.9 | -7.4 | -30.2
Cc1ccc(NC(=S)N2CCCCCC2)cc1 | 9.4 | -14.2 | 3.1 | 10.5 | -2.1 | 5.9 | 2.7 | 7.9 | -2.2
CCCCSc1nc(C)nc2c1c(=O)n(C)c(=O)n2C | -9.7 | -1.7 | -7.8 | 9.8 | -1.1 | -1.9 | 8.5 | 4.1 | -9.4
COc1ccc(-c2c(C)oc3c(CN4CCCCC4C)c(O)ccc3c2=O)cc1OC (stereo not given) | -3.6 | -79.4 | 5.9 | 8.9 | -1.3 | 1.6 | 2.4 | 0.9 | -21.5
Nc1cc(S(=O)(=O)O)cc([N+](=O)[O-])c1O | 2.0 | -1.8 | 4.0 | 2.1 | 0.9 | 3.4 | 1.1 | 17.8 | -2.0
CCC(C)Nc1nc2c(c(=O)n(C)c(=O)n2C)n1Cc1cccc(C)c1 (stereo not given) | 1.9 | -2.0 | -13.9 | 5.2 | -1.6 | -3.4 | 2.7 | 10.3 | -15.0[20 µM]
CCCCC(=O)Nc1ccc(Cl)cn1 | 0.6 | 37.1 | -11.9 | 9.3 | 1.4 | -0.9 | 3.0 | 6.3 | -6.2
C1CN(CC2CCN(c3nc4nonc4nc3N3CCSCC3)CC2)CCO1 | -8.0 | -11.1 | 33.8* | 10.3 | 2.2 | 1.5 | 3.6 | 21.4 | -2.7
N#Cc1ccc(NC(=O)Nc2ccc(Oc3ccc(NC(=O)Nc4ccc(C#N)cc4)cc3)cc2)cc1 | -13.8 | 3.2 | -84.7 | 12.3 | 0.0 | 5.8 | -3.4 | 35.1 | -22.1
NC(=O)c1cnn(-c2ccc3ccccc3c2)c1N | -3.1 | -4.7 | 2.0 | 8.3 | 0.3 | 4.6 | 10.9 | 9.8 | -30.6
Cn1nnc2cc(C(=O)NC3CCCCC3)ccc21 | 1.7 | 7.6 | -8.2 | 7.8 | 6.3 | -6.5 | 6.2 | 37.6 | -4.3[20 µM]
COc1cc(SC)ccc1C(=O)N1CCN(Cc2ccccc2)CC1 | -0.5 | -1.5 | -3.4 | 4.4 | 1.9 | 0.3 | 1.2 | 5.6 | -14.9
NS(=O)(=O)c1cccn1-c1ncc(C(F)(F)F)cc1Cl | -4.9 | -7.2 | -1.7 | 16.7 | 5.8 | -4.9 | 4.9 | 23.7 | -12.1[20 µM]
COC(=O)C1C(=O)C=C(N2CCOCC2)CC1(C)C (stereo not given) | -7.3 | 0.5 | -5.6 | 6.0 | -2.6 | 1.9 | -1.4 | 12.3 | -4.7
Cc1ccc2c(c1)CCCN2C(=O)c1cccs1 | -6.6 | -9.3 | -10.4 | 2.7 | -2.9 | -3.8 | 1.7 | -16.4 | -7.6[20 µM]
Cc1ccc(-n2c(C)c3c(C)nnc(C)c3c2C)cc1N | -1.0 | -2.5 | -2.4 | 6.4 | 2.1 | 1.7 | 4.2 | 30.1 | -15.4
Cc1cc(C(=O)CSc2nnnn2-c2ccc(Cl)cc2)c(C)n1CC1CCCO1 (stereo not given) | 1.3 | 1.2 | -3.4 | 13.1 | -2.4 | -0.3 | 2.4 | -4.8 | -24.5
O=C1c2ccsc2SCCN1Cc1cccc(Cl)c1 | 5.7 | -3.6 | 5.1 | 9.9 | -4.6 | -2.2 | 2.0 | -4.4 | -12.9[20 µM]
CCOC(=O)C(CC)Sc1nc(-c2ccc(OC)cc2)nc2c1c(=O)n(C)c(=O)n2C (stereo not given) | -10.4 | -5.3 | x | x | 2.1 | -4.5 | 3.9 | x | -16.9[20 µM]
CN1OC(COC(=O)c2ccc(Cl)cc2Cl)CC1c1ccccc1 (stereo not given) | 0.2 | 1.1 | -18.7 | 6.8 | -3.0 | -1.7 | -1.8 | 15.7 | -5.0

2 entries drawn at random from the list so far, as already listed:
SMILES | RBBP9 inh | Tb hexokinase | NCF1 inh | PGE2 EP2 inh | Ba/F3 V617F tox | p97 ATPase inh | BaF3 parental | PPC-1+TRAIL kill | Furin inh
Cc1nn(Cc2ccc(Cl)c(Cl)c2)c(C)c1NC(=O)c1noc2c1CCCCC2 | -5.5 | 4.5 | -7.9 | -1.0 | -2.7 | 1.9 | 0.1 | 2.9 | -16.9
COc1ccc(-c2c(C)oc3c(CN4CCCCC4C)c(O)ccc3c2=O)cc1OC (stereo not given) | -3.6 | -79.4 | 5.9 | 8.9 | -1.3 | 1.6 | 2.4 | 0.9 | -21.5

From PubChem
